Screens deposited in PubChem by several laboratories.
P. falciparum M1AAP: P. falciparum M1AAP inhibitors, biochemical, fluorogenic H-Leu-NHMec substrate, 1536-well (AID 1445). recombinant M1AAP, H-Leu-NHMec fluorogenic kinetic assay; higher % means a stronger effect. inhibition, % at 30 µM, or IC50 in µM where a hit was titrated. 0.42% of 220,000 active;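 active = primary inhibition above the hit cutoff, then over 50% inhibition at one or more dose response concentrations, cut at about 23% in these data, passing the limit was not always enough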;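 also: plate controls were DMSO full reaction for no effect and no enzyme background for full effect; strong numbers were not always called active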
b-catenin transl: modulators of beta-catenin nuclear translocation | HeLa beta-catenin nuclear translocation, immunofluorescence imaging | nuclear translocation activity, % at 5 µM | 0.3% of 190,000 active | AID 1665;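 active = nuclear translocation activity above 50% at 5 µM, with a well cell count of 50 or more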;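 also: per-cell ratio of nuclear to cytoplasmic median beta-catenin stain intensity; plate controls were DMSO negative control for no effect and GSK-3 inhibitor IX positive control for full effect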
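test system = HeLa cells, endogenous beta-catenin | dosing = single 5 µM dose plus 0.02–20 µM confirmation series | times = compound treatment 24 h, 37°C, 5% CO2 | technique = beta-catenin immunofluorescence imaging with DAPI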
MT stabilizer: stabilizes microtubules in HeLa cells. % tubulin-high responders, % at 10 µM. HeLa tubulin immunostaining HCS, 24 h; share of cells brighter than vehicle mean+2SD. 0.83% of 200,000 active;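 active = plate Z-score above 3 for both tubulin-high and condensed-nucleus cell shares, with cell loss under 80%, at 10 µM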;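 also: anti alpha tubulin signal scored within the nucleus-defined area of each cell; some results filed as inactive read as strong as hits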
Ins promoter up: MIN6 insulin promoter up-regulation; MIN6 insulin promoter-GFP reporter, high-content imaging; stronger effect = higher value; z-score at 5 µM; 0.3% of 190,000 active; AID 1625;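 active = z-score above 3 at 5 µM with at least 500 cells counted in the well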
ER stress rescue: rescue of cells from ER stress-induced death, primary screen, 384-well, CSM14.1, thapsigargin, ATP luminescence (AID 1222). CSM14.1 thapsigargin-induced death rescue, ATP luminescence; higher % means a stronger effect. one-dose cellular ATP content (survival), % at 20 µM; EC50 in µM for titrated hits. 190,000 tested, under 10 active;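 active = EC50 below 50 µM in the dose-response confirmation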;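 also: death triggered by thapsigargin at about 15 µM added after 2 h compound pretreatment; cell ATP read after overnight thapsigargin exposure of roughly 18 to 22 hours; normalized against plate controls of thapsigargin alone and 5% DMSO vehicle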
Autophagy HCS: autophagy modulation, high-content screen; MEF GFP-LC3 puncta imaging; test concentration mostly 10 µM; calls only at 10 µM (by protocol); 0.98% of 190,000 active;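 active = percentage of spot-positive cells more than 3 SD above its plate mean, without a fluorescence outlier flag or 80% toxicity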;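 also: spot-positive cell cutoff set from DMSO-treated cells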
M17LAP inhibition: P. falciparum M17LAP inhibitors, primary screen, biochemical, fluorogenic H-Leu-NHMec substrate, 1536-well (AID 1619); 0.38% of 220,000 active; recombinant M17LAP, H-Leu-NHMec fluorogenic kinetic assay; higher % means a stronger effect; inhibition, % at 30 µM; hits with a dose series show IC50 in µM;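 active = compound inhibiting the enzyme by more than half at any dose during confirmatory dose-response retesting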;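 also: plate controls were full reaction with DMSO carrier for no effect and no enzyme background for full effect; strong numbers were not always called active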
Dynein cargo inh: dynein cargo transport inhibition; AID 1381; 0.47% of 220,000 active; z-score, hits read low; 3617.4 mouse cells, GR-EGFP nuclear translocation imaging; test concentration mostly 20 µM; stimulated with dexamethasone, 1 µM; stronger effect = lower value;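 active = plate z-score of nuclear minus cytoplasmic receptor signal below a set negative limit, without overly bright fluorescence or cell loss, cut at about -3.5 in these data, passing the limit was not always enough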;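 also: z-score of nuclear minus cytoplasmic ring GR-EGFP intensity difference per well; some compounds called inactive have numbers as strong as hits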
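Also added: dexamethasone, 1.0 µM final. Medium: tet-free, stripped-serum medium. Detection: fixed, Hoechst-stained cells imaged at 10x for EGFP. Read-out: nuclear-to-cytoplasmic GR-EGFP distribution per well. Times: induction 48 h, compound 1 h, agonist 30 min.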
UTI89 phage lysis: protection from phage-mediated lysis, alamar blue read-out – E. coli UTI89, K1F phage, bacterial capsule biogenesis inhibitors (AID 488966) | 0.02% of 340,000 active | one-dose inhibition, % at 100 µM; IC50 in µM for titrated hits | E. coli UTI89 K1F phage lysis, alamar blue, 2 h; higher % means a stronger effect;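 active = phage lysis inhibition, versus mean bacterial control, above a set limit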;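 also: capsule biogenesis inhibitors block K1F phage lysis so surviving cells raise fluorescence; higher fluorescence means more inhibition of phage lysis; actives were called in the ten point dose series up to 300 µM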
Dynein cargo inh cytoplasmic EGFP: further read-out of Dynein cargo inh, marked with its call; z-score; measured here: cytoplasmic GR-EGFP intensity; stronger effect = higher value
Dynein cargo inh nuclear GR-EGFP: recorded beside Dynein cargo inh, whose call it bears; z-score; measured here: nuclear GR-EGFP intensity;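 lower value marks the stronger effect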
Dynein cargo inh cell count: recorded beside Dynein cargo inh, whose call it bears; z-score; measured here: cell count per field
Ins promoter up cell count: recorded beside Ins promoter up, whose call it bears; cell count; measured here: cytotoxicity, nuclei count;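 total cells summed across four imaged fields per well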
b-catenin transl cell count 5 µM: further read-out of b-catenin transl, marked with its call; cell count; measured here: cell count, cytotoxicity flag
MT stabilizer Hoechst-high %: second read-out of MT stabilizer, no call of its own (marks repeat the call); % Hoechst-high responders; measured here: nuclear condensation Hoechst responders;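 share of cells brighter than vehicle mean plus two SD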
MT stabilizer cytotoxicity %: second read-out of MT stabilizer, no call of its own (marks repeat the call); toxicity, %; measured here: cytotoxicity by cell density;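 0% = mean cell density of plate MIN control wells and 100% = no cells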
Autophagy HCS cell loss 18 h: recorded beside Autophagy HCS, whose call it bears; toxicity, %; measured here: cell loss, nuclei count;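 cell loss after 18 h compound exposure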
The depositor's hits bear a star; i = inactive; . = no result given; [ ] = dose if it differs, or a comment. Not a hit list. Share with any hit: about 2.9%.

SMILES	P. falciparum M1AAP	b-catenin transl	b-catenin transl cell count 5 µM	MT stabilizer	MT stabilizer Hoechst-high %	MT stabilizer cytotoxicity %	Ins promoter up	Ins promoter up cell count	ER stress rescue	Autophagy HCS	Autophagy HCS cell loss 18 h	M17LAP inhibition	Dynein cargo inh	Dynein cargo inh cytoplasmic EGFP	Dynein cargo inh nuclear GR-EGFP	Dynein cargo inh cell count	UTI89 phage lysis
Nc1nnc(SCc2ccc(F)cc2Cl)s1	-7%	.	.	3.4	1.2	1.5	.	.	-1.0%	i	-7	-3%	0.74	-0.24	0.53	0.68	-1.4%
COc1ccc(COc2cc(-c3cccc(OC)c3)nc3ccc(NC(=O)c4ccc(OC)cc4)cc23)cc1	7%	.	.	27	22	56	-1.6	755	0.8%	i	-4	-11%	-0.22	-0.28	0.19	0.76	0.7%
Cc1ccc(C(=O)O)cc1-c1ccc(C=C2C(=O)c3ccccc3C2=O)o1	-2%	-1.6	957	2.6	2.5	7.0	0.13	1567	-2.4%	i	-1	23%	0.55	-0.37	-0.32	0.35	-0.7%
COc1ccc(N2CCN(C(=O)CCn3nnc4ccccc43)CC2)cc1	1%	2.1	1139	3.6	2.0	11	-0.05	1390	1.0%	i	7	2%	0.16	-0.24	0.64	-0.48	-1.4%
CCOc1ccc(S(=O)(=O)NCC2CCCO2)c2cccnc12 (stereo unspecified)	6%	-0.7	1027	5.0	1.8	5.7	0.69	1232	.	i	7	-9%	2.8	-0.071	1.4	-2.5	1.7%
Cc1onc(-c2ccccc2)c1CNC(=O)Nc1ccc(C(F)(F)F)cc1	7%	-0.5	1018	.	.	.	0.29	1430	.	.	.	-3%	0.89	-0.11	0.35	-1.5	.
Cc1cc(C)c(NC(=O)COC(=O)C2CCC(=O)N2)c(C)c1 (stereo unspecified)	-1%	0.5	1060	2.9	2.2	2.3	-0.4	1216	0.2%	i	19	0%	0.72	-0.35	0.8	-0.53	1.6%
O=C(O)C1CCCCC1C(=O)Nc1ccc2c(c1)CCC2 (stereo unspecified)	7%	-1.7	1103	1.9	2.0	4.8	0.15	1094	-2.5%	i	-7	9.2µM*	0.73	-0.15	0.67	-0.5	0.4%
N#CCCn1cc(C(=O)O)c(-c2cccs2)n1	0%	0.8	1112	3.7	1.9	3.8	0.04	1226	-0.9%	i	-5	-2%	1.8	-0.12	1.1	-1.7	0.5%
CC(=O)Oc1c(S(=O)(=O)c2ccc(C)cc2)c(C)nn1C(C)(C)C	13%	.	.	2.4	2.0	2.3	.	.	14%	i	-12	9%	-0.47	-0.21	-0.14	0.2	-0.1%
CCn1c(Cc2c(C)[nH]c3ccccc23)nnc1SCC(N)=O	3%	0.0	1067	2.6	2.0	6.6	-0.17	1345	0.4%	i	1	0%	-0.12	-0.2	-0.071	0.32	-0.1%
C=CCn1c(SCc2ccccc2C#N)nnc1-c1cc(Br)ccc1O	12%	-1.9	1075	2.4	1.6	6.9	0.03	1847	-1.5%	i	0	9%	-0.87	-0.21	-0.16	0.64	-0.5%
c1ccc2sc(NC3=NCN(C4CCCCC4)CN3)nc2c1	3%	-1.5	1415	4.1	2.4	6.7	-0.4	1400	-0.9%	i	7	0%	-0.36	-0.16	0.0012	0.43	1.9%
C/C(=N\O)C(=O)C(CN1CCCCC1)CN1CCCCC1	10%	.	.	3.3	1.3	2.5	0.77	1209	-1.0%	i	2	-6%	-2.1	0.28	-1.5	-0.16	-6.3%
COc1cc2cc(C(c3nnnn3C3CCCC3)N3CCCCC3)c(=O)[nH]c2cc1OC (stereo unspecified)	17%	-2.1	1165	2.5	2.4	4.3	-0.18	1262	-2.4%	i	-1	-17%	-0.17	-0.22	0.023	0.57	-0.5%
COc1cc(OC)cc(C(=O)N[C@@H](CCSC)c2nc3ccccc3[nH]2)c1	0%	-0.6	1020	4.8	1.1	7.5	0.32	1176	-0.2%	i	-5	-2%	0.027	-0.27	-0.013	-0.4	0.1%
N#CC(c1ccc(Cl)cc1)c1ncc(C(F)(F)F)cc1Cl (stereo unspecified)	8%	.	.	1.1	1.6	3.7	.	.	3.9%	i	0	12%	0.17	-0.21	-0.29	-0.085	0.3%
Brc1ccc(N=Nc2ccc3ccccc3n2)cc1	-19%	0.7	1327	.	.	.	-0.32	1300	.	.	.	14%	-0.15	-0.19	-0.088	0.64	-1.7%
COc1cccc(-c2cc(C(F)(F)F)n3ncc(C(=O)O)c3n2)c1	11%	-0.3	1158	2.9	3.3	17	-0.05	1278	.	i	7	28%	-0.39	-0.22	0.46	1.6	1.9%
COc1ccc(C(=O)c2c(C)c3cc(C)ccc3n2CC(O)CN2CCOCC2)cc1 (stereo unspecified)	9%	1.1	506	2.7	2.1	3.4	0.08	1150	-0.1%	i	6	13%	-0.46	-0.18	-0.43	-0.13	0.2%
COCCCn1c(=S)[nH]c2sc3c(c2c1=O)CCCS3	3%	-0.3	1026	3.5	1.0	20	-0.36	1162	.	i	-11	-1%	0.68	-0.26	0.78	-1	0.4%
CCN(CC)CCOC(=O)c1ccc(N/C=C(/C#N)c2nc(-c3ccc4c(c3)OCO4)cs2)cc1	.	0.2	1226	.	.	.	-0.46	788	.	.	.	.	-0.62	-0.62	-0.54	-0.041	2.8%
COc1ccc(NC(=S)N2CCC(C(=O)c3ccc(F)cc3)CC2)c(OC)c1	-5%	-0.3	1120	6.2	2.0	5.7	0.7	1197	-1.2%	i	3	4%	1.7	0.25	1.1	-0.9	2.3%
COc1cc(/C=C/C(=O)OC(C)C(=O)Nc2c(C)n(C)n(-c3ccccc3)c2=O)ccc1OCC#N (stereo unspecified)	10%	-2.0	1135	2.3	3.5	6.9	0.41	1253	-1.5%	i	10	-2%	-0.56	-0.24	0.14	-0.42	0.2%
CCN(c1ccccc1)S(=O)(=O)c1ccc(Cl)c(C(=O)N(CC2CCCO2)C2CCS(=O)(=O)C2)c1 (stereo unspecified)	4%	-0.6	1037	2.9	1.7	7.7	-1.2	1589	-0.3%	i	-3	3%	-1	-0.38	-0.6	1.5	0.1%

The listing continues.
SMILES	P. falciparum M1AAP	b-catenin transl	b-catenin transl cell count 5 µM	MT stabilizer	MT stabilizer Hoechst-high %	MT stabilizer cytotoxicity %	Ins promoter up	Ins promoter up cell count	ER stress rescue	Autophagy HCS	Autophagy HCS cell loss 18 h	M17LAP inhibition	Dynein cargo inh	Dynein cargo inh cytoplasmic EGFP	Dynein cargo inh nuclear GR-EGFP	Dynein cargo inh cell count	UTI89 phage lysis
CN(C)c1ccc(NC(=O)Cn2ncn3c(cc4ccccc43)c2=O)cc1	8%	-0.8	880	3.7	1.6	7.5	0.79	1229	-1.1%	i	-2	6%	0.19	-0.22	0.26	0.55	0.9%
O=C(Cn1c2c(c(-c3ccccc3Cl)cc1=O)CCC2)NCC1CCCO1 (stereo unspecified)	3%	1.5	1280	.	.	.	0.6	1174	.	.	.	-3%	-0.15	-0.21	0.39	0.057	1.0%[50 µM]
CN(CCOc1ccccc1)CC(=O)Nc1ccc(Cl)cc1[N+](=O)[O-]	-6%	1.8	1127	6.2	2.2	10.0	-0.51	1238	-2.0%	i	32	0%	0.69	-0.3	0.64	-0.36	0.9%
Nn1c(Nc2ccccc2)nc2ccccc21	-1%	-5.0	984	2.3	1.7	8.0	-0.02	1158	-3.1%	i	-12	2%	-0.79	-0.2	-0.15	0.21	2.3%
c1cncc(Nc2nc(-c3cccs3)cs2)c1	5%	.	.	2.8	1.8	2.6	.	.	-2.3%	i	-6	4%	0.8	-0.2	0.35	0.17	4.1%
CN(C(=O)c1c[nH]c(=O)cc1C(F)(F)F)c1ccc(Cl)c(Cl)c1	-1%	-0.2	1283	.	.	.	-0.86	1308	.	.	.	-6%	1.4	-0.21	0.51	-0.79	-0.5%
CCOc1ccccc1N(C(=O)CNS(=O)(=O)c1ccccc1)C(CC)C(=O)NCc1ccco1 (stereo unspecified)	13%	.	.	2.4	0.9	11	.	.	-0.8%	i	-4	3%	2.2	-0.18	0.57	-0.17	3.5%
COc1cc2c(cc1OC)C(c1ccc(-c3ccc(Cl)c(Cl)c3)o1)=NCC2	5%	.	.	2.9	1.9	6.4	-2.7	878	5.7%	i	7	-10%	-0.35	0.23	0.16	-0.3	1.6%
Cc1cc(/C=C2\SC(=S)NC2=O)c(C)n1-c1ccc(O)cc1	17%	0.1	1292	.	.	.	3.7*	1008*	.	.	.	25%	-0.88	-0.054	-0.005	0.46	0.1%
CC1=C(C(=O)OCc2ccc3c(c2)OCO3)C(c2ccc(Cl)cc2)NC(=O)N1 (stereo unspecified)	-6%	-0.4	1143	16*	43*	45*	-0.49	791	-1.7%	i	43	2%	-0.021	-0.44	-0.024	0.8	-0.5%

Entries listed above that bear a hit mark in M17LAP inhibition.
SMILES | P. falciparum M1AAP | MT stabilizer Hoechst-high % | M17LAP inhibition | Dynein cargo inh | Dynein cargo inh cytoplasmic EGFP | Dynein cargo inh nuclear GR-EGFP | Dynein cargo inh cell count
O=C(O)C1CCCCC1C(=O)Nc1ccc2c(c1)CCC2 (stereo unspecified) | 7% | 2.0 | 9.2µM* | 0.73 | -0.15 | 0.67 | -0.5
